RAD54 branch – RAD54 (human) branch migration inhibition; actives 0.14% (n = 360,000); inhibition, % at 10.4 µM; Q92698; RAD54 Holliday junction branch migration, FAM/BHQ fluorescence;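 active = mean normalized replicate activity at least 40 and at least half of replicates scoring 40 or more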;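 also: 0% = median of neutral control wells and 100% = median of positive control wells; inhibitors cause a drop in the FAM fluorescence signal; in these data hits start at about 50%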
Target sequence (Q92698 whole entry, looked up): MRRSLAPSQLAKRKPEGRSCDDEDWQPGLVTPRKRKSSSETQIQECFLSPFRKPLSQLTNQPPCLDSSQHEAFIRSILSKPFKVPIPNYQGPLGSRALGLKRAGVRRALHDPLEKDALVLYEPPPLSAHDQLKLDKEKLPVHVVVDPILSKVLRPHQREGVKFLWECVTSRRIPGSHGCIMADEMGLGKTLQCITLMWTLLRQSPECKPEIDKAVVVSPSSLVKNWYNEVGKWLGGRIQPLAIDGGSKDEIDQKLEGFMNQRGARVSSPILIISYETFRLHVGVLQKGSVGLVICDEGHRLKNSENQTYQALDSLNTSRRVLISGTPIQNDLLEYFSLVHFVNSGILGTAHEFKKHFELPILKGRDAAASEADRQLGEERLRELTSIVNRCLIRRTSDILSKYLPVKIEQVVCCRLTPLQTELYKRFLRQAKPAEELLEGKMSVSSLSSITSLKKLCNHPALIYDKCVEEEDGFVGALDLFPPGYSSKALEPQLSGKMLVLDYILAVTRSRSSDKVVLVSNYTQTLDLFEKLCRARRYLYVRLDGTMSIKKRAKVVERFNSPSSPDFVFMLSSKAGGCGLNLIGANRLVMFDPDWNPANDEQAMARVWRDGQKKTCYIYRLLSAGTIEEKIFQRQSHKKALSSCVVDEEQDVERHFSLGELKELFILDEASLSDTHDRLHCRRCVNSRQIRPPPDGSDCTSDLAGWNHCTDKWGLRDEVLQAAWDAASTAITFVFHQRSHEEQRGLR
Active calls of the source: *.

molecule	RAD54 branch
O=C(CN1C(=O)CSC1=O)NC1CCCCC1	-6
Cc1ccc(Oc2ccc(-c3nc(N)nc(N)n3)cc2)cc1	-1
Cc1ccc(Sc2cc(C(F)(F)F)nc(N(C)C)n2)cc1	6
CCC(NC(=S)NC1CCCCC1)c1ccc(C)cc1 (configuration not stated)	-2
CCC(C)NC(=O)C1CCC(=O)N1Cc1ccc(C)cc1 (configuration not stated)	4
NC(=O)c1cc(-c2ccccc2)nc(N2CCOCC2)n1	-8
O=C(Cn1ncnn1)OCc1ccccc1Cl	-3
N#Cc1nc(Cc2cccc3ccccc23)oc1NCC1CCCO1 (configuration not stated)	9
Cc1cc(C)cc(-n2c(C)cc(/C=N/NC(=O)CSc3ncccn3)c2C)c1	0
CCN(CC)CCCNC(=O)N[C@@H](Cc1ccccc1)C(=O)O	-7
O=C(c1ccco1)N1CCC(c2nc(-c3ccccc3Cl)no2)CC1	-3
CCCC(=O)Nc1ccc(N2CCOCC2)cc1	-5
CCC(=O)Nc1ccc(NC(=O)c2ccccn2)cn1	3
CCOC(=O)C1=C(N)OC2=C(C(=O)CC(C)(C)C2)C1c1cccs1 (configuration not stated)	3
C/C(=N\Nc1nc2c(s1)CCCC2)c1ccc(Cl)cc1	9
COc1ccccc1CN=C1NC(=O)C(CC(=O)Nc2ccc(OC)c(OC)c2)S1 (configuration not stated)	-18
CC1(C)SCC(C(=O)O)N1C=O (configuration not stated)	-1
Cc1ccc(N2C(N)=C(C#N)C(c3cccs3)C3=C2CC(C)(C)CC3=O)cc1 (configuration not stated)	-5
O=C(C1CC1)N1CCCN(C(=O)C2CC2)CC1	-3
COCC(C)NC(C(=O)Nc1ccc(C)c(Cl)c1)c1ccccc1 (configuration not stated)	-3
CC(=O)NCC(=O)NC1(C(=O)NC2CCCC2)CCCCC1	-6
COc1ccc(OC)c(-n2c(O)cnc2Nc2nc(C)cc(C)n2)c1	4
Cc1cc(=O)oc2cc(OCC(O)CN3CCN(c4ccc(F)cc4)CC3)ccc12 (configuration not stated)	9
CCc1ccc(OCc2nnc(SCCN3CCOCC3)n2C)cc1	2
CCC(=NCc1ccccc1)c1c(C(F)(F)F)[nH]n(-c2nc3ccccc3s2)c1=O	-1
N#CC1=C(N2CCCCC2)c2cc3c(n2C1=O)CCCC3	-7
C=CCC1c2cccc(C(=O)O)c2C(=O)N1c1ccc(Cl)cc1 (configuration not stated)	8
CC(C)OCCCNC(=O)C1CCN(S(=O)(=O)N2CCCCC2)CC1	-8
CCCC(=O)Nc1sc2c(c1C(=O)OC)C(C(=O)OC)CC2 (configuration not stated)	-13
CC(C)NC(=O)c1cc2cc(Br)ccc2oc1=O	-5

In another format: 2 of the compounds above.
O=C(CN1C(=O)CSC1=O)NC1CCCCC1
  RAD54 branch = -6
Cc1ccc(Oc2ccc(-c3nc(N)nc(N)n3)cc2)cc1
  RAD54 branch = -1

Back to the main list; the two compounds before the break are reprinted first.
molecule	RAD54 branch
CCCC(=O)Nc1sc2c(c1C(=O)OC)C(C(=O)OC)CC2 (configuration not stated)	-13
CC(C)NC(=O)c1cc2cc(Br)ccc2oc1=O	-5
O=C(CSc1nnc(Cn2nnc(-c3ccccc3)n2)n1-c1ccccc1)Nc1ccc(F)cc1	-11
CCc1nnc(NC(=O)c2c(OC)cccc2OC)s1	-4
CC(=O)NC(Cc1c[nH]c2ccccc12)C(=O)NCc1ccc2c(c1)OCO2 (configuration not stated)	3
CCOc1cc(N2CCOCC2)c(OCC)cc1NC(=O)COc1cccc2cccnc12	2
CCOC(=O)c1cccc2c1-c1ccccc1/C2=N/O	16
Cc1ccc(C(=O)/C=C/Nc2ccccc2C(N)=O)cc1	1
Cc1nc(Nc2cccc(C(F)(F)F)c2)nc2c1C(=O)CC(C)C2 (configuration not stated)	-4
O=C(CN1CCN(CCO)CC1)Nc1ccccc1	-4
CCc1nnc(SCC(=O)Nc2ccc3c(c2)OCO3)o1	-11
O=C(CSCCO)Nc1ccc(C23CC4CC(CC(C4)C2)C3)cc1	-7
COc1ccc(N2C(=O)CC(N3CCOCC3)C2=O)cc1 (configuration not stated)	12
COc1ccc(Cn2c(C)nc3oc4cc(OC)ccc4c(=O)c3c2=O)cc1	0
CCOc1ccccc1C1CC(=O)NC(SCC(=O)Nc2nccs2)=C1C#N (configuration not stated)	-1
O=C1C2C3C=CC([C@@H]2C(=O)N1C1CC1)[C@H]1C(=O)N(C2CC2)C(=O)C31 (some centres not stated)	1
COC(=O)c1cc(OC)c(OC)cc1NC(=O)c1ccc(C)cc1	5
COc1ccc(C2C(C#N)=C(SC)NC3=C2C(=O)CC(C)(C)C3)cc1 (configuration not stated)	-9
O=C(NC1CCCCC1)C(c1cccs1)N(C(=O)C(F)(F)F)c1ccccc1 (configuration not stated)	0
Cc1nc2sc(C(c3ccc(Br)cc3)N3CC(C)OC(C)C3)c(O)n2n1 (configuration not stated)	4
Cc1ccc(NC2=CC(=O)CC(C)(C)C2)cc1C	-3
CCN(C(=O)c1cnc(N2CCN(c3ncccn3)CC2)c2ccccc12)c1cccc(Cl)c1	0
O=C1CC(Sc2ncccn2)C(=O)N1c1ccccc1C(F)(F)F (configuration not stated)	1
CCn1cc([N+](=O)[O-])c(C(=O)N2N=C(c3ccc4ccccc4c3)CC2c2ccccc2O)n1 (configuration not stated)	-13
Cc1noc(C)c1S(=O)(=O)NCCc1ccc(S(N)(=O)=O)cc1	3
CCCCOC(=O)CCn1[nH]c(=O)c2ccccc2c1=O	-5
Cc1ccc(-c2nnc(-c3ccc(Br)cc3)o2)o1	4
C1=C(C(c2nnnn2C2CCCCC2)N2CCCCC2)COc2ccccc21 (configuration not stated)	-3
CC(=N\Nc1ccc(Cl)cc1)/C(=N/O)C(=O)Nc1ccccc1	3
O=C(CN1CC(=O)Oc2ccccc21)OCC(=O)c1ccc(Br)cc1	13
COc1ccc(C(=O)N/C(=C\c2cccc3ccccc23)C(=O)NCCc2c[nH]c3ccccc23)cc1OC	-7
O=C(CSc1nnc(CNC(=O)c2ccco2)o1)NC1CCCC1	-2
CC(=O)OCCCN1c2ccccc2Nc2nnc(-c3ccccc3)cc21	7
CCN(CC)C(=O)CSc1nnc(-c2cccs2)n1Cc1ccco1	-1
FC(F)(F)c1ccc(/C=N/N2CCN(Cc3cccc4ccccc34)CC2)cc1	5
N#Cc1c(OCC(=O)c2ccccc2)nc2c(c1-c1ccco1)CCc1ccccc1-2	-1
CCCCn1c(SC(C)C(=O)c2ccc(OC)cc2)nc2cc(S(N)(=O)=O)ccc21 (configuration not stated)	4
Cc1ccc(S(=O)(=O)N2CCN(Cc3cc(C(C)C)ccc3O)CC2)cc1	-4
COc1ccc(C(=O)Nc2sc3c(c2C(=O)NCc2ccco2)CCCC3)cc1OC	3
FC(F)(F)c1cccc(CN2CCCCCC2)c1	0
Cc1ccnc(SCC(=O)N2CCC(C(N)=O)CC2)n1	-12
CCn1c(SCC(=O)Nc2ccc(C(=O)OC)cc2)nnc1-c1cccs1	2
CCOC(=O)Nc1ccc(OC)cc1S(=O)(=O)N1CCCCC1	-4
CCOc1cc(C)c(C(C)C)cc1S(=O)(=O)NCc1ccccn1	-6
O=C(NCC1CCCO1)C(C(=O)c1ccccc1)n1cc(Cl)ccc1=O (configuration not stated)	-6
O=C(CN1CCCCCC1)Nc1ccc(F)c(F)c1F	8
CC(=O)CCS(=O)(=O)c1ccc(Oc2ccc(S(=O)(=O)CCC(C)=O)cc2)cc1	-6
Cc1ccccc1NC1(C#N)C(=O)Nc2ccccc21 (configuration not stated)	-1
O=C(CSc1nc2ccccc2[nH]1)c1cccs1	10
O=C1N(S(=O)(=O)c2ccccc2F)C(=O)C2(CCCC2)N1S(=O)(=O)c1ccccc1F	6
COC(=O)c1c(C(=O)OC)c2ccncn2c1Cl	-14
O=C(CCCn1c(=O)c2ccccc2n(CC(=O)NCc2ccco2)c1=O)NCc1ccco1	6
CC(=O)N1CCN(S(=O)(=O)c2ccc(C)cc2)C1c1ccc(N(C)C)cc1 (configuration not stated)	-4
O=C1C(C=NCCCn2ccnc2)=C(O)c2ccccc21	6
COC(=O)c1[nH]c2ccc(C)cc2c1NC(=O)Nc1ccccc1OC	0
Cc1nnc2sc(-c3ccccn3)nn12	-5
CNc1ccc(/C=C2\COc3ccccc3C2=O)cc1[N+](=O)[O-]	-7
Cc1ccc(NC(=O)CCSc2nc(C)cc(C)n2)cc1	7
CC1CCC(C(C)C)C(OC(=O)C[n+]2cccc(C(N)=O)c2)C1 (configuration not stated)	-22
O=C(Nc1cccc(Cl)c1)N1CCN2C(=O)c3ccccc3C12c1ccccc1 (configuration not stated)	1
CC(=O)N1[C@H](C)C=C[C@]1(Cc1ccccc1)C(=O)NCCc1c[nH]c2ccccc12	15
CCOc1ccc(CN2CCC(C(=O)N3CCN(c4ccccc4F)CC3)CC2)cc1OC	-3

2 compounds picked at random from those above:
molecule	RAD54 branch
CC(=O)N1CCN(S(=O)(=O)c2ccc(C)cc2)C1c1ccc(N(C)C)cc1 (configuration not stated)	-4
CC(=O)N1[C@H](C)C=C[C@]1(Cc1ccccc1)C(=O)NCCc1c[nH]c2ccccc12	15

More results:
Compound | RAD54 branch
O=C(O)CCn1ccnc1-c1ccccc1 | -3
CC(C)(C)C1CCC(OCC(O)CN2CCN(c3ccccc3)CC2)CC1 (configuration not stated) | -5
CC(NC(=O)COC(=O)CCNC(=O)c1ccco1)C12CC3CC(CC(C3)C1)C2 (configuration not stated) | 0
Cc1nc2nc(CSc3nc4ccccc4s3)cc(=O)n2[nH]1 | -4
Cc1ccc(CNn2cnnc2SCc2ccc(F)cc2)cc1 | -6
COc1ccc(CCNC(=O)CCn2c(=O)[nH]c3cc(OC)c(OC)cc3c2=O)cc1OC | 11
CCOC(=O)c1cccc(NC(=O)CCS(=O)(=O)c2cccs2)c1 | 5
NC1C2CN(c3nc4c(cc3F)c(=O)c(C(=O)O)cn4-c3ccc(F)cc3F)CC12 (configuration not stated) | 23
CCOC(=O)c1c(NC(=O)CN2CCOCC2)sc2c1CC(C)(C)OC2 | -16
O=C(NCCOC(=O)c1ccccc1C(=O)OCCNC(=O)c1cccnc1)c1cccnc1 | -6
COc1cccc2cc(-c3nnc(SCC(=O)NCCc4ccccc4)n3C)oc12 | -6
COc1cc(C(=O)OCCN2CCOCC2)ccc1O | 6
CC1CCN(C(=O)CCc2nc3cc(S(=O)(=O)N(C)C)ccc3n2C)CC1 | 15
CCOC(=O)c1ccc(S(=O)(=O)Nc2cc(C(C)(C)C)no2)cc1 | -4
O=C(CN1C(=O)COCC1=O)N1CCOCC1 | 6
CC(C)C[C@H](NC(=O)OC(C)(C)C)C(=O)N1CCC(C(=O)O)CC1 | -2
CC1CCCCN1C(=O)c1cc2nc(-c3ccccc3)cc(-c3ccccc3)n2n1 (configuration not stated) | -9
O=C(CCCc1ccccc1)N1CCN(c2ccc([N+](=O)[O-])cc2)CC1 | -6
Cc1nc(N2CCC(C)CC2)c2c(C)c(C(=O)O)sc2n1 | -3
COc1cc2c(cc1NC(=O)Nc1cccc(C)c1)oc1ccccc12 | -5
CC(C)(C)C(=O)C(Cc1ccccc1Cl)n1cncn1 (configuration not stated) | -8
NC(=O)c1ccc(-n2nnnc2SCc2ccc(F)cc2)cc1 | 5
CCn1c(=O)cc(OCC(=O)N2CCCCCC2)c2ccccc21 | -9
O=C(CNC(=O)c1ccco1)OCN1C(=O)c2ccccc2C1=O | -11
COC(=O)CNc1nc(C2CC2)nc2c1nnn2Cc1ccccc1Cl | -29
CSc1ccccc1NC(=O)c1ccoc1C | 1
Cc1ccc(CCNC(=O)C2CCCN(S(=O)(=O)c3c(C)noc3C)C2)cc1 (configuration not stated) | -4
CCCc1cc(=O)n2[nH]c(C)cc2n1 | 10
COc1cccc(NC(=O)Cc2c(O)c3ccccc3[nH]c2=O)c1 | -5
O=C(Cn1c(=S)nc2ccccn21)N1CCc2ccccc2C1 | -5
O=C1CCCCCN1Cc1ccccc1 | 2
Cc1oc(C(C)(C)C)c(CN2CCCC2)c1C(=O)O | -2
CCOC(=O)C1CSC(CC(=O)Nc2ccc(OCC)cc2)C(=O)N1 (configuration not stated) | -9
CCc1ccc(N(C(=O)C(F)(F)F)C(C(=O)NC2CCCCC2)c2ccncc2)cc1 (configuration not stated) | 3
C/C(NC(=O)c1cccs1)=C1\C(=O)C[C@@H]2[C@H]1C2(C)C | -9
CCn1c(SCC(=O)Nc2ccc(OC)cc2)nnc1-c1ccco1 | 0
CCC(C)n1c(C)nc2c(c1=O)c1nc3ccccc3nc1n2CCC1=CCCCC1 (configuration not stated) | 3
COc1ccc(C(O)P(=O)(OC2CCCCC2)c2ccc(N(C)C)cc2)cc1OC (configuration not stated) | 0
Cc1nn(C(C)(C)C)c(OC(=O)c2ccc3c(c2)OCO3)c1S(=O)(=O)c1ccccc1 | 5
COc1cccc(C(=O)OCCN2CCCCC2)c1 | 27
CCc1nnc(NC(=O)CSc2nc3c(c(=O)n2-c2ccccc2OC)SCC3)s1 | 0
COC(=O)CN1C(=O)N(c2ccccc2)C(N(O)C(=O)Nc2ccccc2)C1(C)C (configuration not stated) | -5

Sorted by length of the SMILES (highest first): some entries from above.
Compound | RAD54 branch
COc1ccc(C(O)P(=O)(OC2CCCCC2)c2ccc(N(C)C)cc2)cc1OC (configuration not stated) | 0
CCOC(=O)C1CSC(CC(=O)Nc2ccc(OCC)cc2)C(=O)N1 (configuration not stated) | -9
CCn1c(SCC(=O)Nc2ccc(OC)cc2)nnc1-c1ccco1 | 0
COc1cccc(C(=O)OCCN2CCCCC2)c1 | 27

Screening results as filed in PubChem.

An excerpt; count on the stated rates, not on these rows.
